NCI-60 one-dose screen, 48 h, at 10 µM unless noted. Numbers give growth in % (100 = growth as untreated, 0 = no growth, -100 = all killed).
SK-MEL-28 – SK-MEL-28 melanoma | 4.1% of 81,000 active | AID 1794761
SK-MEL-2 – SK-MEL-2 melanoma. 4.7% of 77,000 active. AID 1794763
MDA-MB-435 – MDA-MB-435 melanoma; 7.8% of 82,000 active
SK-MEL-5 – SK-MEL-5 melanoma; 6.4% of 80,000 active
LOX IMVI – LOX IMVI melanoma; 7.4% of 79,000 active
MALME-3M – MALME-3M melanoma; 5.8% of 78,000 active; AID 1794766
UACC-62 – UACC-62 melanoma; 5.4% of 81,000 active
UACC-257 – UACC-257 melanoma | 4.4% of 78,000 active | AID 1794764
* = called active by the depositor; . = not tested or not shown; & = joins results of further samples. Rule for the calls: active = growth percent below 10; inactive = the rest.

SMILES	SK-MEL-28	SK-MEL-2	MDA-MB-435	SK-MEL-5	LOX IMVI	MALME-3M	UACC-62	UACC-257
O=C1N=C(N2CCOCC2)S/C1=C/c1ccco1	113.2	94.4	110.4	106.5	103.3	.	106.8	104.4
C[n+]1ccccc1C(O)C(O)c1cccc[n+]1C (configuration not stated)	97.0	99.8	108.7	98.4	103.6	101.2	97.2	95.1
COc1cc2oc(-c3cccc(C(=O)N[C@@H](CO)C(=O)O)c3)cc(=O)c2c(OC)c1OC	112.5	125.7	118.9	100.0	.	104.2	103.0	110.9
CCOC(=O)C1=C(N)Oc2c(sc3c(C)cccc23)C1c1ccc(F)cc1 (configuration not stated)	56.8	42.5	.	16.3	14.0	52.7	17.4	59.2
O=C(O)c1ccc(-c2nn(-c3ccc(C(=O)O)cc3)cc2CNc2cccc(F)c2)cc1	96.1	101.3	106.9	107.8	100.4	102.2	102.4	101.2
Cn1c(=O)c2nc(CCC(=O)Nc3ccccc3)c(=O)[nH]c2n(C)c1=O	99.3	99.4	103.5	87.4	97.6	97.0	94.7	104.4
COc1ccc(C2CC(c3cccc(Nc4ccncc4)c3)=NN2C(C)=O)cc1 (configuration not stated)	98.5	103.2	97.0	88.7	96.0	88.0	95.8	99.2
O=Cc1ccc(OC2OC(CO)C(O)C(O)C2O)cc1 (configuration not stated)	107.7	104.9	102.5	95.9	94.6	97.6	116.8	102.7
Cc1cc(N=Cc2ccc(Cl)cc2)c(N=Cc2ccc(Cl)cc2)cc1C	86.1	90.2	35.2	84.9	48.9	109.5	65.8	85.6
CCN(c1ccc(OC)cc1)c1nc(-c2ccc(Br)cc2)cs1	104.0	103.1	92.4	101.3	107.3	95.9	90.4	100.8
Cc1ccc(-c2nc(C#N)co2)cc1	109.4	106.2	105.4	109.3	101.2	116.7	91.6	99.2
O=C1NC(=O)C(Cc2ccccc2)(c2ccccc2)N1 (configuration not stated)	108.8	111.0	108.5	98.9	94.6	97.7	104.3	87.0
C#CC[C@@H]1C[C@]2(C)[C@H]3CC=C4[C@H]5[C@@H](C)[C@H](C)CC[C@]5(C(=O)NCCCCCCCCN)CC[C@@]4(C)[C@]3(C)CC[C@H]2C(C)(C)[C@H]1OC(C)=O	103.1	104.3	-62.4*	91.9	-52.9*	66.0	105.1	100.2
CC1CC=CCC1C(=O)O (configuration not stated)	108.1&115.8	.	107.7&116.7	102.2&102.2	96.1&109.7	96.5&135.3	104.9&111.7	100.5&105.7
Cc1c2c[n+](C(C)C)ccc2c(C)c2c1[nH]c1ccccc12	15.7	12.3	15.9	-63.4*	40.7	-25.6*	10.5	.
COC(=O)C1C(O)CCC2CN3CCc4c([nH]c5ccccc45)C3CC21 (configuration not stated)	105.4&104.0	82.1&86.5	113.6&108.2	95.9&97.9	97.7&99.3	93.8&88.4	86.8&91.8	79.3&91.3
COc1ccc(-n2cnc3c(sc4ncccc43)c2=O)cc1	114.8	124.4	104.4	105.2	108.3	101.1	103.8	97.0
Brc1ccc(-c2nnc(N3c4ccccc4C=Cc4ccccc43)o2)cc1	85.9	93.7	91.8	46.8	61.2	101.9	67.8	100.0
COc1ccc(NC(=O)c2sc3nc4c(cc3c2N)CN(Cc2ccccc2)CC4)cc1	113.8	96.5	96.1	100.2	89.4	81.1	100.5	114.0
COc1ccc(-c2cc(-c3ccc(Nc4ncnc5cc(Cl)ccc45)cc3)nc(N3CCOCC3)n2)cc1OC	107.7	89.8	103.1	102.0	88.2	102.1	92.3	115.3
C=CCOC(C)OCC=C	104.7	83.6	105.0	108.3	105.1	93.6	101.2	91.9
Cc1[nH]n(-c2cccc(Cl)c2)c(=O)c1/C=C1\C=c2ccccc2=CC1=O	51.1	38.1	20.7	-82.5*	-79.4*	59.0	82.7	80.0
CCOC(=O)c1cc(-c2ccc(Br)cc2)n(-c2ccc(OC)cc2)n1	92.7	105.2	98.9	92.2	97.5	97.8	67.5	106.5
CCC[C@@H](C)/C=C(\C)[C@H]1O[C@@](O)(CC)[C@H](C)C(=O)[C@@H]1C	104.7	106.0	97.1	109.6	91.0	78.9	93.4	109.9
CC(C1=C(CN(C(=O)Cc2cn(-c3ccccc3)nc2-c2ccc(Cl)cc2)C(C)C)Cc2ccccc21)c1ccccn1 (configuration not stated)	91.9	53.0	70.1	46.1	69.2	.	63.6	67.3
CC(=O)[C@@]1(O)CC[C@H]2[C@@H]3CC[C@@H]4C[C@H](O)CC[C@]4(C)[C@H]3C(=O)C[C@@]21C	119.8	109.5	.	100.5	102.7	.	93.7	104.1
O=C(Nc1cccnc1Nc1ccccc1)c1cn(Cc2cccc(Oc3ccccc3)c2)nn1	55.1	75.6	-19.3*	26.6	37.0	56.3	32.8	73.0
O=C(Nc1ccc(NC(=O)c2cc(=O)[nH]c3ccccc23)cc1)Nc1cccc(Cl)c1	109.3	100.6	97.0	92.9	87.7	90.0	84.6	98.2
O=Cc1ccc(CN2C(=O)c3ccccc3C2=O)o1	105.0	115.9	115.8	110.2	101.4	128.4	93.2	87.2
Clc1cccc(Cc2cn3cc(-c4ccccc4)nc3s2)c1	48.8	72.0	33.1	2.7*	23.5	85.5	23.3	37.4
CCOCC(C)C(CC(=O)OCC)(OCC)OCC (configuration not stated)	103.6	94.2	100.1	104.4	90.8	75.8	105.3	113.3
Cc1cn(-c2cc(NC(=O)c3cncc(C#Cc4cnc5ccc(O[C@@H]6CCOC6)nn45)c3)cc(C(F)(F)F)c2)cn1	-46.9*	.	-83.1*	-98.4*	-75.7*	-83.0*	-51.7*	-19.0*
CO/N=C(\c1ccccc1)c1oc2ccc(N)cc2c1C	119.2	101.6	86.3	106.0	96.8	104.7	103.5	126.1
CCc1c(C)cc(-c2ccccc2N)c2[nH]c3ccccc3c12	92.0	84.5	96.0	92.2	99.6	104.2	88.2	99.2
NC(C(=O)O)C1=CCC=CC1 (configuration not stated)	105.9	.	111.5	100.2	99.8	109.5	108.2	109.7
CC1=N/C(=C\c2ccco2)C(=O)N1CCc1ccc(S(N)(=O)=O)cc1	112.0	104.3	106.1	97.5	96.1	98.6	93.3	103.6
Cc1nc2ccc(OCc3cn(Cc4ccccc4)nn3)cc2c(=O)n1CC(=O)NO	116.5	103.4	107.6	104.1	100.8	115.0	105.0	90.4
c1ccc(Cn2cc(-c3nc4ccccc4s3)c3cccnc32)cc1	113.0	101.6	104.0	.	99.3	95.0	97.6	110.4
COc1ccc(-c2nc3sc(C)nn3c2/C=C/C(=O)c2cc(OC)c(OC)c(OC)c2)cc1	105.7	92.7	108.5	92.1	83.6	.	.	106.0
O=S(=O)(NO)c1ccccc1	110.1	122.8	102.1	107.9	103.7	112.8	118.5	108.3
COc1cc2ncnc(Nc3ccc(F)c(Cl)c3)c2cc1OCC(=O)N1CCCC1	105.3	103.8	101.4	104.9	91.6	92.2	93.1	108.5
O=C(Nc1ccc2c(c1)OCO2)C(=O)c1c[nH]c2cc(F)ccc12	30.7	.	34.7	58.0	8.9*	73.0	22.0	64.4
COc1c(O)cc(C=O)cc1[N+](=O)[O-]	111.4	114.0	96.2	89.7	104.8	121.0	95.1	.
CC(=O)[C@H]1CC[C@H]2[C@@H]3CC=C4c5sc(N)nc5CC[C@]4(C)[C@H]3CC[C@]12C	69.2	89.2	52.5	97.1	86.6	71.0	83.9	96.6
N#Cc1ccc(C(S(=O)(=O)Cc2ccccc2)S(=O)(=O)Cc2ccccc2)cc1	103.6	101.6	109.2	100.7	96.3	88.7	99.1	102.4
CCOC(=O)C1=C(C(=O)OCC)c2ccc(OC)c(OC)c2C1	137.1	84.7	118.3	97.4	101.5	122.1	93.4	104.3
COc1cc(C#N)cc2[nH]c(=O)oc12	106.9	106.1	97.9	96.7	110.8	89.8	112.9	106.1
COc1ccc(C2CC(c3cc4ccccc4oc3=O)=NN2c2ccc(S(N)(=O)=O)cc2)cc1OC (configuration not stated)	87.2	104.0	96.2	90.5	92.9	72.3	76.0	85.5

Rewritten with two lines to a compound: two of the compounds above
Every second line gives: SK-MEL-28, SK-MEL-2, MDA-MB-435, SK-MEL-5, LOX IMVI, MALME-3M, UACC-62, UACC-257
COc1ccc(-c2nc3sc(C)nn3c2/C=C/C(=O)c2cc(OC)c(OC)c(OC)c2)cc1
  105.7, 92.7, 108.5, 92.1, 83.6, ., ., 106.0
O=S(=O)(NO)c1ccccc1
  110.1, 122.8, 102.1, 107.9, 103.7, 112.8, 118.5, 108.3

Going on with the list.
SMILES	SK-MEL-28	SK-MEL-2	MDA-MB-435	SK-MEL-5	LOX IMVI	MALME-3M	UACC-62	UACC-257
CC1OC(O[C@H]2CC[C@]3(C)[C@H]4C(=O)C=C5[C@@H]6C[C@@](C)(C(=O)O)CC[C@]6(C)CC[C@@]5(C)[C@]4(C)CC[C@H]3C2(C)C)C[C@@H](O)[C@H]1O (some centres not stated)	107.4	105.6	107.5	100.9	100.7	99.9	91.9	102.9
COc1ccc(-c2cncn2-c2ccc(-c3nc4cc(OC)c(OC)c(OC)c4s3)cc2)cc1N	78.5	7.6*	47.6	26.9	62.4	57.9	53.7	71.6
CN1C(Cl)=NS(=O)(=O)c2ccccc21	105.0	111.0	99.2	97.3	96.2	90.2	88.4	89.7
COc1cc(/C=C/C(=O)c2ccc(F)cc2)ccc1Oc1nc(Nc2ccc(F)cc2)nc(N(C)C)n1	62.0	61.0	68.5	40.0	-56.3*	84.4	51.0	47.7
Cc1c(COC(=O)NC(C)C)c(COC(=O)NC(C)C)c2n1CS(=O)(=O)C2	118.6&113.6	125.8&100.5	99.9&106.5	101.0&102.4	91.6&97.9	94.4&108.0	89.5&105.8	100.8
CC1(C)CC2(C)OCCN2C(=S)N1 (configuration not stated)	102.8	98.1	103.7	101.5	96.8	97.7	105.6	100.6
CCn1c(N/N=C\c2ccc(F)cc2)nc2c1c(=O)n(C)c(=O)n2C	102.1	106.9	100.9	99.6	94.1	101.4	96.4	101.2
CC(C)(C)c1ccc(C(=O)Nc2sc3c(c2C(N)=O)CCC(=O)C3)cc1	-14.9*	2.3*	-45.2*	-81.2*	-55.1*	-53.4*	-36.7*	-30.4*
COc1cc(NCCCCCCN)c2ncccc2c1	110.6	117.1	92.8	104.1	103.2	117.8	100.5	101.2
OCC1OC(OC2C(CO)OC(Sc3ccccc3)C(O)C2O)C(O)C(O)C1O (configuration not stated)	114.6	104.0	111.6	104.0	101.0	.	98.1	93.2
CCn1cnc2c(SC)ncnc21	115.4	82.3	112.7	105.3	105.7	134.2	97.9	60.6
COc1cc(C2NCCc3cc4c(cc32)OCO4)cc(OC)c1OC (configuration not stated)	103.2	114.0	90.4	94.2	99.2	101.5	101.6	93.4

Some of these compounds in order of number of heavy atoms, falling.
SMILES	SK-MEL-28	SK-MEL-2	MDA-MB-435	SK-MEL-5	LOX IMVI	MALME-3M	UACC-62	UACC-257
CC(C1=C(CN(C(=O)Cc2cn(-c3ccccc3)nc2-c2ccc(Cl)cc2)C(C)C)Cc2ccccc21)c1ccccn1 (configuration not stated)	91.9	53.0	70.1	46.1	69.2	.	63.6	67.3
COc1cc(/C=C/C(=O)c2ccc(F)cc2)ccc1Oc1nc(Nc2ccc(F)cc2)nc(N(C)C)n1	62.0	61.0	68.5	40.0	-56.3*	84.4	51.0	47.7
COc1ccc(-c2cncn2-c2ccc(-c3nc4cc(OC)c(OC)c(OC)c4s3)cc2)cc1N	78.5	7.6*	47.6	26.9	62.4	57.9	53.7	71.6
OCC1OC(OC2C(CO)OC(Sc3ccccc3)C(O)C2O)C(O)C(O)C1O (configuration not stated)	114.6	104.0	111.6	104.0	101.0	.	98.1	93.2
COc1ccc(-n2cnc3c(sc4ncccc43)c2=O)cc1	114.8	124.4	104.4	105.2	108.3	101.1	103.8	97.0

(continued)
SMILES	SK-MEL-28	SK-MEL-2	MDA-MB-435	SK-MEL-5	LOX IMVI	MALME-3M	UACC-62	UACC-257
O=C1NC(c2ccccc2[N+](=O)[O-])c2sc3c(F)cccc3c2C1Cl (configuration not stated)	118.4	116.7	107.2	91.5	91.3	90.5	79.2	100.2
O=C(Nc1ccccc1[N+](=O)[O-])c1ccc(Cl)cc1Cl	116.9	.	116.4	114.3	99.0	115.8	93.1	80.5
OC(COc1ccccc1)CN1CCN(c2cccc(Cl)c2)CC1 (configuration not stated)	107.6	78.9	100.8	105.6	111.1	129.0	88.1	82.1
CCOC(=O)c1c([N+](=O)[O-])c(C)[nH]c(=O)c1C#N	115.6	106.8	121.7	108.1	95.5	145.8	95.8	123.2
Cc1cccc2nnc(-c3ccccc3)n12	111.8	99.1	112.4	110.4	99.4	.	99.6	105.0
C#Cc1cccc(Nc2ncnc3ccc(-c4cnc(N)nc4)cc23)c1	38.1	19.8	43.2	32.7	22.2	9.0*	24.8	80.7
Cc1sc2nc(NCCc3c[nH]c4ccc(F)cc34)[nH]c(=O)c2c1C	108.9	103.5	97.8	90.6	82.8	98.5	81.6	96.6
CCCSc1nnc(-c2ccc(-c3ccccc3)nc2C)o1	106.9	111.8	100.3	99.1	104.0	102.1	83.9	107.6
COc1cccc(/C=C/C(=O)c2cc3c(N)c(C(=O)Nc4ccccc4)sc3nc2C)c1	50.4	25.6	-6.9*	34.8	-83.2*	68.6	20.2	71.8
Nc1ncc(-c2ccc3ncnc(N4CCc5cc(F)c(Cl)cc54)c3c2)cc1C=O	10.2	8.6*	0.4*	2.9*	19.2	-15.5*	-17.2*	24.6
COc1cc(CNCCN2C(=O)c3ccc4c5c(ccc(c35)C2=O)C(=O)N(CCNCc2cc(OC)c(OC)c(OC)c2)C4=O)cc(OC)c1OC	-89.3*	-82.3*	-63.4*	-87.7*	-99.0*	-50.5*	-92.4*	-70.9*
O=C1Nc2ccc(F)cc2/C1=C/c1ccc(OCc2ccc(Br)cc2F)cc1	92.9	84.6	80.3	62.3	45.9	84.7	57.6	82.1

Bioassay records (PubChem BioAssay)
